Tb PYK inh = inhibitors of Trypanosoma brucei pyruvate kinase. Q57TT1. TbPYK enzyme, Kinase-Glo Plus ATP luminescence, 45 min. Potency, µM (titrated, usually from 76.8 µM), inactives show top-dose activity, negative = inhibition, most hits filed as inhibitors. 0.12% of 410,000 active. AID 624173; note: potency is the fitted concentration of half-maximal effect; % is set by controls: 0 for no effect and ±100 for the full control effect; nearly all actives have a fitted effect of over 50% in size
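Luminescence from Kinase-Glo Plus, added after a 45-minute room-temperature reaction, served as the end-point read-out. The enzyme and substrate were preincubated with compound before ADP (130 uM final) initiated turnover. Concentration-effect curves came from normalized qHTS data.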
Pf growth 48h = inhibits P. falciparum growth in the first generation, 48 h. P. falciparum luciferase growth in erythrocytes, 48 h. Potency, µM (highest dose often 28.7 µM), for the others: top-dose activity change, negative = inhibition, actives largely listed as inhibitors. 5.9% of 310,000 active; note: potency is the fitted concentration of half-maximal effect; % is set by controls: 0 for no effect and ±100 for the full control effect
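Luciferase-expressing parasites in RBCs, 2% Hct / 0.1% parasitemia final; RPMI 1640 + 0.5% Albumax; 37 C, 5% CO2, one generation; luminescence read-out, lower signal = inhibition.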
Pf growth 96h = P. falciparum growth inhibition at 96 hour, primary screen for plastid delayed-death inhibitors; 6.9% of 320,000 active; P. falciparum luciferase reporter growth, 96 h; Potency, µM (doses to about 28.7 µM), for the others: top-dose activity change, negative = inhibition, most hits filed as inhibitors; AID 504834; note: potency is the fitted concentration of half-maximal effect; % is set by controls: 0 for no effect and ±100 for the full control effect
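96 h incubation, 37 C, 5% CO2, of luciferase-reporter P. falciparum-infected RBCs (2% hematocrit, 0.05% parasitemia final) with test compounds; endpoint luminescence.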
Shiga inhibitor = inhibitors of Shiga toxin in Vero cells | Vero cells, Shiga toxin protein synthesis inhibition reporter | inhibition, % at 38.7 µM | 9.2% of 290,000 active; in the data active = inhibition mostly above about 28%, no sharp cut-off; inactive = mostly below about 43%; note: 0% is about no effect
CHX counter = affects cycloheximide protein synthesis inhibition readout, counter-screen. cell reporter, cycloheximide protein synthesis inhibition counterscreen. max response, %. 12% of 300,000 active; in the data active = max response mostly above about 13%, no sharp cut-off; inactive = mostly below about 14%; note: read at 38.3 µM for the half of the compounds with a filed dose; 0% is about no effect
LmPK inhibitor = blocks Leishmania mexicana pyruvate kinase activity; Potency, µM (top dose mostly 57.5 µM), inactives show at the top dose activity change, negative = inhibition, actives largely listed as inhibitors; AID 1721; purified LmPK, Kinase-Glo ATP luminescence, 1 h; 0.37% of 290,000 active; Q27686; note: potency is the fitted concentration of half-maximal effect; % is set by controls: 0 for no effect and ±100 for the full control effect
Target sequence (Q27686 whole entry, looked up): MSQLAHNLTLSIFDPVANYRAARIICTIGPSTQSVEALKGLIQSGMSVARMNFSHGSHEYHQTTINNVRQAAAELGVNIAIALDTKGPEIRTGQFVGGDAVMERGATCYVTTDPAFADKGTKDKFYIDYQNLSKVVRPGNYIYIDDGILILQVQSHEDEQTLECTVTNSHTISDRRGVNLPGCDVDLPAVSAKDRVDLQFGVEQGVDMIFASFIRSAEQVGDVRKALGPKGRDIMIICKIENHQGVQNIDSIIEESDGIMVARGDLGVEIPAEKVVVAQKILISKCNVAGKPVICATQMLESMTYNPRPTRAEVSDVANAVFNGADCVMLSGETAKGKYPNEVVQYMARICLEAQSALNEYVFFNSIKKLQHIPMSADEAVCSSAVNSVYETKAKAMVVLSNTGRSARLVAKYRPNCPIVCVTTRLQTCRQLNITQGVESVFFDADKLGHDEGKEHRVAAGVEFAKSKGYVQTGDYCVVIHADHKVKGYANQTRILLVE
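0.1 nM LmPK, 0.5 mM PEP, 0.1 mM ADP; 50 mM imidazole pH 7.2, 7 mM MgCl2, 50 mM KCl; 1 h RT. Kinase-Glo luminescence readout, normalized to no-enzyme (full inhibition) and uninhibited wells.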
HCV inh = HCV inhibition; Huh7.5.1 HCVcc-Cre infection, luciferase reporter, 44 h; Potency, µM (series often up to 41.8 µM), for inactives: at the highest dose activity change, negative = inhibition, usual class: inhibitors; 3.4% of 340,000 active; AID 651820; note: potency is the fitted concentration of half-maximal effect; % is set by controls: 0 for no effect and ±100 for the full control effect
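A cell-based infection assay in which seeded cells (1,000 per well) receive test compound after 4 h, are inoculated with HCVcc-Cre at approximately 0.5 moi, and are incubated 44 h before luminescence detection.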
* marks the source's active call; other numbers are inactive results; i = inactive; ? = inconclusive; · = not tested or not shown; & = joins results of further samples; [ ] = dose if it differs, or a comment. Unless noted, calls come from the whole dose curve; as a rule, active = well fitted curve in the direction sought with a large enough effect; inconclusive = small, poorly fitted or top-dose-only effect, or another doubt; inactive = no such curve, though single readings can be large; an effect the other way counts as inactive or inconclusive. This is a random part of the collection. About 24% of those tested had a hit in this group.

#	mol	LmPK inhibitor	Pf growth 48h	HCV inh	Pf growth 96h	Shiga inhibitor	Tb PYK inh	CHX counter
1	O=C(OCn1nnc2ccccc2c1=O)c1ccc(S(=O)(=O)N2CCOCC2)cc1	3.9%	·	-3.0%	?	-8.9	6.0%	-3.2
2	Cc1nc(C(N)=O)c(N)n1CCc1ccccc1	-0.3%	5.4%	29.7%	26.5%	16.5	-16.4%	10.1
3	Cc1ccc(S(=O)(=O)CCC(=O)Oc2ccc(-c3nnco3)cc2)cc1	·	-21.5%	4.0%	1.3%	·	-4.8%	·
4	CCOC(=O)c1c(S(=O)(=O)NCCCc2ccco2)c(C)n(C)c1C	-4.2%	-11.8%	2.6%	19.3%	-6.9	-9.2%	-2.7
5	CCOC(=O)COc1c(OC)cc(Cl)cc1C1NC(=O)NC(C)=C1C(C)=O (stereo unspecified)	-5.2%	-4.6%	3.7%	113.1%[activator]	4.6	1.0%	0.5
6	CC(/C=N/NC(=O)c1sc(N)nc1C)=C\c1ccccc1	-1.3%	163.3%[activator]	-0.1%	?	56.4*	-1.4%	43.8*
7	Cn1c(=O)c2c(nc(NC3CCCCC3)n2Cc2ccccc2)n(C)c1=O	0.6%	?	11.3%	?	15.3	-3.8%	-2.6
8	Cc1cccc(NC(=O)c2cc(C)nc3ccccc23)c1	1.3%	9.6%	2.0%	1.6%	-6.8	0.8%	-4.5
9	C[C@H](NS(=O)(=O)c1ccc2c(c1)OCCCO2)C(=O)N1CCN(Cc2ccc(C#N)cc2)CC1	·	-13.3%	?	?	·	0.4%	·
10	Cc1cc(NC(=O)CCC(=O)N(c2cccnc2)C(C(=O)NC2CCCC2)c2ccccc2F)no1 (stereo unspecified)	2.9%	-14.2%	7.7%	?	-5.1	-0.1%	-2.1
11	Cc1cccc(C)c1NC(=O)NC1=CCCN1C	·	1.4%	·	-17.3%	·	8.7%	·
12	COc1ccc(-c2c(C)c3ccc(OCC(C)=O)cc3oc2=O)cc1	-2.7%	228.8%[activator]	·	12.1%	109.9*	·	48.8*
13	Cc1cccc(OCC(=O)O/N=C(\N)c2ccncc2)c1	0.8%	38.1%[activator]	-12.0%	?	59.3*	-0.6%	19.7*
14	COc1ccccc1N1CCN(S(=O)(=O)CCNC(=O)c2cc(=O)c3ccccc3o2)CC1	3.7%	-6.6%	-8.5%	-23.0%	3.5	6.3%&-3.5%	1.1
15	S=C(NCCc1cnc[nH]1)NC1CCCC1	-4.2%	9.2%	4.9%	?	-10.5	-2.0%	-0.9
16	COc1ccc(-c2cc3ccccc3oc2=O)cc1NC(=O)c1ccc([N+](=O)[O-])o1	3.6%	?	?	2.62µM*	15.5	-2.2%	8.7
17	COC(=O)[C@H](CCSC)NC(=O)Nc1ccc(OC)c(Cl)c1	2.4%	24.5%	2.4%	25.5%	-9.1	-3.6%	-5.0
18	O=C1COCCOCCOCC(=O)NCCN1	0.9%	11.5%	-0.8%	3.8%	6.2	-2.2%	-1.3
19	COc1ccc(NC(=O)CN(C)CC(=O)NC(=O)NC2CCCCC2)cc1	·	-12.9%	14.9%	0.4%	·	-0.6%	·
20	COc1ccc(-c2nn(-c3ccccc3F)cc2CNCCn2nc(C)cc2C)cc1	2.8%	?	?	19.2%	1.7	-3.8%	-3.6
21	Cc1ccc(NC(=O)COc2ccccc2)cc1S(=O)(=O)N1CCCCCC1	·	?	?	?	·	-0.2%	·
22	O=C(N/N=C/c1c[nH]c2ccccc12)c1ccc2c(c1)OCCO2	-16.4%	96.2%[activator]	-45.0%	125.7%[activator]	93.5*	-5.2%	54.7*
23	CCCCN1Cc2c(nc3cc(-c4ccccc4)[nH]n3c2=O)C1=O	4.9%	6.3%	21.1%	38.7%[activator]	2.5	0.3%	7.8
24	CCCCn1c(C)cc2c(c1=O)[C@H]1O[C@](CCCC)(Cc3c1ccc1ccccc31)O2	-8.4%[11.5 µM]	-19.9%[5.75 µM]	·	6.1%[5.75 µM]	i	·	-1.6
25	CN(NC(=O)Nc1ccc(Cl)cc1)c1c(Cl)c(Cl)nn1C	-4.1%	-5.4%	?	1.2%	-9.1	2.8%	-1.1

Record cards, from the list above.
CCOC(=O)c1c(S(=O)(=O)NCCCc2ccco2)c(C)n(C)c1C is listed with LmPK inhibitor = -4.2%; Pf growth 48h = -11.8%; HCV inh = 2.6%; Pf growth 96h = 19.3%; Shiga inhibitor = -6.9; Tb PYK inh = -9.2%; CHX counter = -2.7
CCOC(=O)COc1c(OC)cc(Cl)cc1C1NC(=O)NC(C)=C1C(C)=O (stereo unspecified) is listed with LmPK inhibitor = -5.2%; Pf growth 48h = -4.6%; HCV inh = 3.7%; Pf growth 96h = 113.1%[activator]; Shiga inhibitor = 4.6; Tb PYK inh = 1.0%; CHX counter = 0.5

A different layout for some results above:
(17) COC(=O)[C@H](CCSC)NC(=O)Nc1ccc(OC)c(Cl)c1
(18) O=C1COCCOCCOCC(=O)NCCN1

Screen / compound no.	17	18
LmPK inhibitor	2.4%	0.9%
Pf growth 48h	24.5%	11.5%
HCV inh	2.4%	-0.8%
Pf growth 96h	25.5%	3.8%
Shiga inhibitor	-9.1	6.2
Tb PYK inh	-3.6%	-2.2%
CHX counter	-5.0	-1.3

(listing goes on)
#	mol	LmPK inhibitor	Pf growth 48h	HCV inh	Pf growth 96h	Shiga inhibitor	Tb PYK inh	CHX counter
26	O=C(O)CN1C(=O)C2C3C=CC(C2C1=O)C1C(=O)N(CC(=O)O)C(=O)C31 (stereo unspecified)	-0.2%	29.8%	26.2%	34.1%[activator]	-2.4	-5.9%	-1.4
27	C=CCSc1nc2c(c(=N)n1CC=C)C1CCCC1S2 (stereo unspecified)	0.1%	?	?	-8.5%	5.0	3.4%	1.1
28	Cc1cc(C)c(C(N)=O)c(Cl)n1	13.5%	-1.1%	7.8%	81.3%[activator]	-4.1	1.3%	19.9
29	O=C(Nc1ccncc1)C1CCCN(S(=O)(=O)c2cccc3cccnc23)C1 (stereo unspecified)	7.7%	-10.5%	?	5.86µM*	-10.1	2.6%	-2.9
30	O=C(OCC(=O)N1CCN(C(=O)c2ccco2)CC1)c1ccccc1OCc1ccccc1	2.0%	-8.3%	30.8%[activator]	11.7µM*	17.6	-7.0%	-1.3
31	Cc1cc(C)n(-c2nnc(C)n2/N=C/c2ccccc2OCc2ccccc2Cl)n1	5.6%	?	7.9%	-22.7%	-4.2	-11.4%	-0.8
32	Cc1ccc(OCC(=O)Nc2ccon2)c([N+](=O)[O-])c1	-6.2%	131.7%[activator]	-1.1%	104.7%[activator]	84.0*	0.5%	41.8*
33	COc1cc(C(C)=O)ccc1OCC(O)Cn1nc(C)c(Br)c1C (stereo unspecified)	-0.1%	-67.6%	?	?	17.5	-6.4%	7.6
34	COc1cccc(CNC(=O)CCCN2C(=O)C(c3ccccc3)Oc3cccnc32)c1OC (stereo unspecified)	0.2%	?	-16.1%	?	-9.3	4.9%	28.9
35	O=C(CN1C(=O)NC2(CCCc3ccccc32)C1=O)Nc1cccc(S(=O)(=O)N2CCCCC2)c1 (stereo unspecified)	4.1%	-22.4%	-20.4%	28.5%	-11.8	1.8%	-2.2
36	CC(=O)n1c(-c2ccccc2)c(CO)c2ccccc21	4.9%	30.8%	-25.3%	?	10.7	-1.8%	-0.4
37	CC/C(=N\Nc1ccc([N+](=O)[O-])cc1)c1ccccc1	1.8%	?	?	?	-0.2	1.7%	8.0
38	Cc1csc(N(C)C(=O)CSc2nnc(COc3cccc4ccccc34)o2)n1	1.1%	1.0%	?	?	-11.5	2.0%	-2.8
39	CCOC(=O)N/N=C\c1ccc([N+](=O)[O-])s1	-4.3%[11.5 µM]	?	?	?	41.6	1.2%	9.5
40	Cc1cc(=O)n2nc(N3CCC(C(=O)NCc4ccco4)CC3)sc2n1	0.9%	-14.5%	9.1%	?	-3.9	4.2%	4.7
41	O/C(=C\c1nc2ccccc2nc1/C=C(\O)c1ccccc1)c1ccccc1	?	4.4%	19.8%	-7.2%	101.6*	-12.0%	31.0*
42	CCC(C(=O)NC(C)CCc1ccccc1)n1nc(C)n2c(cc3occc32)c1=O (stereo unspecified)	0.7%	?	?	3.4%	-14.9	0.4%	5.2
43	CCN(CC)CCNC(=O)c1[nH]c2ccc(OCc3ccccc3)cc2c1C	1.1%	?	10µM*	10.1%	-30.5	3.7%	0.9
44	Cc1cccc(N2CCN(C(=O)c3ccc4nc(-c5ccco5)c(-c5ccco5)nc4c3)CC2C)c1 (stereo unspecified)	0.2%	?	10µM*	?	-2.8	2.3%	-0.5
45	COc1ccc(S(=O)(=O)N2CCOC23CCN(C(=O)c2ccc(Cl)cc2Cl)CC3)cc1	0.8%	?	?	-7.0%	-1.7	1.6%	10.5
46	C=CCn1c2ccccc2c2nnc(SCC(=O)Nc3cc(C)on3)nc21	-3.7%	·	?	-19.8%	-6.1	-8.1%	-1.9
47	COc1ccc([N+](=O)[O-])cc1NC(=O)C(C)OC(=O)C1c2ccccc2Oc2ccccc21 (stereo unspecified)	-1.0%	-29.4%	?	?	12.6	-7.8%	-1.1
48	CC(=O)Nc1cccc(OCC(=O)NS(=O)(=O)c2ccc(C)cc2)c1	-4.2%	9.4%	-5.4%	·	-10.4	-12.9%	-4.1
49	N#Cc1ccc(Oc2nc(Nc3ccc(F)cc3)nc(N3CCCC3)n2)cc1	-1.8%	·	-4.5%	4.15µM*	8.0	0.4%	-3.0
50	CN(Cc1ccccc1)S(=O)(=O)c1ccc(OCC(=O)N2CCC(C(N)=O)CC2)cc1	1.0%	?	7.3%	-4.5%	-16.3	0.1%	-0.9
51	COc1ccccc1NC(=S)NCc1ccc(F)cc1	-3.3%	?	25.8%	71.2%[activator]	-3.3	-1.8%	5.6
52	CCC(=O)N1Cc2ccccc2-c2ccccc2C1=O	7.3%	-2.5%	0.0%	10.9%	-10.2	2.3%	-2.0

No new results follow: 2 of the compounds above.
#	mol	LmPK inhibitor	Pf growth 48h	HCV inh	Pf growth 96h	Shiga inhibitor	Tb PYK inh	CHX counter
51	COc1ccccc1NC(=S)NCc1ccc(F)cc1	-3.3%	?	25.8%	71.2%[activator]	-3.3	-1.8%	5.6
52	CCC(=O)N1Cc2ccccc2-c2ccccc2C1=O	7.3%	-2.5%	0.0%	10.9%	-10.2	2.3%	-2.0

Compound activity deposited in PubChem BioAssay by National Center for Advancing Translational Sciences (NCATS).
